SSB-PriA inh = blocks PriA binding to SSB C-terminal tail; AlphaScreen SSBct-PriA binding, biotinylated peptide; inhibition, % at 33 µM; hit rate 0.6% among 430,000; AID 1272365; in the data active = inhibition mostly above about 37%, no sharp cut-off; inactive = mostly below about 20%;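 note: plate controls were negative control peptide for no effect and reference peptide for full effect; strong numbers were not always called active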
Vc quorum ag = quorum light induction in luxS cqsA deficient V. cholerae; V. cholerae BH1578 lux reporter, luminescence, 6 h; activation, % at 18.7 µM; hit rate 0.16% among 350,000; AID 588436; in the data active = activation mostly above about 9.7%, no sharp cut-off; note: not every result past the cut was called active; inactives centre near 0; reference of the scale not given here
PrPC TRFRET = reduces human prion protein on the cell surface; P04156; inhibition, % at 13.8 µM; hit rate 0.43% among 370,000; cell surface PrPC, TR-FRET read-out; in the data active = inhibition above about 24%; note: 0% = median of the test wells and 100% = reference compound wells
VHR inh abs = DUSP3 (human) phosphatase inhibition; P51452; recombinant VHR phosphatase, pNPP absorbance; inhibition, % at 13.3 µM; hit rate 0.52% among 290,000; in the data active = inhibition above about 50%; note: some compounds called inactive have numbers as strong as hits
Target sequence (P51452 whole entry, looked up): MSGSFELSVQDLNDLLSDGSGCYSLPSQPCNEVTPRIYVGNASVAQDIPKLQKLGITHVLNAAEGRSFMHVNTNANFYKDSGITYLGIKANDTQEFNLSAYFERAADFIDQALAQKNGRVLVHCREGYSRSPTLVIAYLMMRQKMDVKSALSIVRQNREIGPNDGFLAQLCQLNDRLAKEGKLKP
CCHF vOTU inh = blocks the CCHF virus ovarian tumor domain protease. CCHFV vOTU protease, Pep-AMC fluorescence. inhibition, % at 11.5 µM. hit rate 0.55% among 370,000. AID 651958; in the data active = inhibition above about 30%; note: 0% = vehicle wells with enzyme and 100% = no enzyme wells
Y pestis TopoI = blocks Yersinia pestis topoisomerase I activity | activity, % at 10 µM | hit rate 0.064% among 360,000 | AID 504884 | Y. pestis Topo-I cleavage product accumulation, plate reader; in the data active = activity above about 50%, passing the limit was not always enough; note: inactives centre near 2
TcdB GH inh = blocks C. difficile toxin B glycohydrolase activity; AID 652162; P18177; TcdB glycohydrolase enzymatic assay, plate reader; inhibition, % at 9.99 µM; hit rate 0.24% among 350,000; in the data active = inhibition above about 10%
Rv3671c inh = inhibitors of M. tuberculosis serine protease Rv3671c | AID 2606 | inhibition, % at 5.96 µM | hit rate 0.048% among 320,000; in the data active = inhibition above about 38%;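 note: extracellular domain of Rv3671c used as enzyme; 0% = enzyme with DMSO and 100% = no enzyme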
Target sequence (P9WHR9 whole entry, looked up, the tested form may be a part): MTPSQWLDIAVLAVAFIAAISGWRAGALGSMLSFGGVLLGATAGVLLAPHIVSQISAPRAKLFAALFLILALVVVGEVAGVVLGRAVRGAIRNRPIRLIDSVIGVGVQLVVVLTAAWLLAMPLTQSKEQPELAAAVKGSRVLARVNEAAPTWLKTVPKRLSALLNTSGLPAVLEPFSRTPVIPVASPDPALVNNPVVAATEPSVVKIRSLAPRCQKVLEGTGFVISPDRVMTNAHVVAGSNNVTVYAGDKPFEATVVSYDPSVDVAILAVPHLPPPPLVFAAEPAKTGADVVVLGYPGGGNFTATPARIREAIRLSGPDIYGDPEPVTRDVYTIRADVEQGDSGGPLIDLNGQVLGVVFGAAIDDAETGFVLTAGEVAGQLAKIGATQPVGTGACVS
MazF activator = activators of E. coli MazEF toxin-antitoxin RNase; P0AE70; FAM/BHQ RNA-DNA oligo cleavage fluorescence, 5 h; activation, % at 20 µM; hit rate 0.32% among 350,000; in the data active = activation above about 50%
Target sequence (P0AE70 whole entry, looked up): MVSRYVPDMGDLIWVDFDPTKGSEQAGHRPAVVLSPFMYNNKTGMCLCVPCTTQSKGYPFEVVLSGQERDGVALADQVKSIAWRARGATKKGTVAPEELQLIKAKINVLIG
3CLpro inhibitor = SARS-CoV 3CLpro protease inhibition. hit rate 0.14% among 290,000. P0C6X7. recombinant SARS-CoV 3CLpro, quenched FRET peptide cleavage. AID 1706. inhibition, % at 6 µM; in the data active = inhibition above about 12%
Starred values were filed as active, the others as inactive; i = inactive; / = no result given.

The line under a structure holds: SSB-PriA inh	Vc quorum ag	PrPC TRFRET	VHR inh abs	CCHF vOTU inh	Y pestis TopoI	TcdB GH inh	Rv3671c inh	MazF activator	3CLpro inhibitor
1) COc1cccc(NC(=O)CCCN2C(=O)C3CC=CCC3C2=O)c1 (configuration not stated)
→ -13	i	16	10	0	9	1.7	-5	-2	-5
2) Oc1ccc(-c2csc(Nc3ccccn3)n2)cc1
→ 8	-0.8	9	36	7	-17	6.5	3	8	-3
3) CCNC(=O)N(CC)C[C@H]1N[C@@](Cc2ccccc2)(C(=O)OC)[C@H]2C(=O)N(C)C(=O)[C@@H]12
→ 2	i	1	/	8	10	0.8	-5	-2	/
4) Cn1c(/C=N/NC(=O)c2ccccc2Br)nc2ccccc21
→ /	-2.8	-6	18	1	4	/	-2	1	-1
5) N=C1C(c2ccccc2)=C(O)CN1c1cccc(S(=O)(=O)N2CCCCC2)c1
→ 9	-0.5	-8	2	9	2	1.7	-3	3	-1
6) CC(C)c1ccc(C2N3CCCN23)cc1 (configuration not stated)
→ -3	-0.2	-6	39	-4	0	/	8	-1	2
7) O=C1C2C3C=CC(C4CC34)C2C(=O)N1/N=C/c1ccc([N+](=O)[O-])o1 (configuration not stated)
→ /	-0.3	-3	27	-9	-1	0.3	6	2	-1
8) CC(=O)NCC(=O)NC1CCCc2c1cnn2-c1ccc(C(C)(C)C)cc1 (configuration not stated)
→ -10	i	7	16	-9	-11	1.8	8	-6	1
9) CCN1C(=O)C2C(c3cccc(F)c3)NC(C)(C(=O)OC)C2C1=O (configuration not stated)
→ -5	i	-2	10	2	-3	/	8	2	-7
10) O=C(COC(=O)c1cccc(S(=O)(=O)N2CCOCC2)c1)c1ccccc1
→ 1	-0.8	-3	1	1	-14	0.8	-17	-6	-5
11) CCOC(=O)C1CCN(C(=O)C2CCN(c3nnc(-n4cccc4)s3)CC2)CC1
→ -4	0.6	-10	23	3	20	1.3	-1	-1	4
12) O=c1c2ccccc2nc(/C=C/c2ccc3c(c2)OCO3)n1CCCO
→ 5	-1.1	/	9	/	10	/	/	2	-2
13) COc1ccc2nc(C3CCCCC3)nc(C3CCCCC3)c2c1
→ -2	i	5	/	3	-5	1.2	-2	-8	/
14) O=C(Nc1nccs1)C(Cl)(Cl)Cl
→ -3	0.6	3	-6	-15	9	1.2	-8	-27	5
15) Cn1c(=O)[nH]c(=O)c2c1nc(N1CCCCC1)n2CC(O)CN1CCCCC1 (configuration not stated)
→ 1	i	4	-7	-6	-1	/	-7	-4	2
16) Cc1ccc(C)n1NC(=O)c1ccccc1
→ 11	i	-4	31	16	-11	/	-2	-16	-3
17) CCC1(CC)NC(=O)N(CC(=O)OCC(=O)Nc2ncc(Cl)cc2Cl)C1=O
→ -5	i	8	/	0	-6	1.6	7	-3	/
18) CCc1cc(C(=O)NC2CCCc3c2cnn3-c2ccc(F)cc2F)no1 (configuration not stated)
→ /	-0.4	7	/	-7	10	0.4	/	-4	/
19) Cc1cc(C)c(C(=O)c2ccc(C(=O)N(C(C)C)C(C)C)cc2)c(C)c1
→ -5	-0.9	5	0	6	9	/	3	-4	8
20) COc1ccc(C)cc1NC(=O)C(c1ccccc1)N1CCN(CC(=O)N2CCOCC2)CC1 (configuration not stated)
→ 5	-5.0	1	/	-6	-1	2.4	/	-6	/
21) COC(=O)c1ccc(S(=O)(=O)NCc2ccccc2)n1C
→ 9	-0.4	-2	32	-10	3	0.1	-15	-10	6
22) CCC(=O)N1CC2(C)CN(C(=O)CC)CC(C)(C1)C2
→ 1	-0.2	-6	-5	9	1	/	2	5	-1
23) CC1CCCC(C)N1C(=O)COC(=O)CCC(=O)c1cccs1 (configuration not stated)
→ -12	i	-2	/	-5	8	1.5	-3	4	/
24) CCOC(=O)c1ccc(N(C(=O)CNC(=O)c2ccco2)C(C(=O)NCC2CCCO2)c2ccc(OC)c(OC)c2)cc1 (configuration not stated)
→ -5	-0.4	2	10	-19	6	1.8	4	11	-4
25) CCOC(=O)C1CCN(CCC(=O)Nc2ccc(F)cc2)CC1
→ -15	0.1	-10	-3	-18	4	0.6	2	4	2
26) CCOC(=O)c1c(-c2ccccc2)csc1NC(=O)C(C)NCc1ccco1 (configuration not stated)
→ -12	i	3	30	6	10	/	1	-4	1
27) CC(=O)N1CCN=C1SCc1ccc(C)cc1
→ -11	-0.2	-1	-23	0	-2	-1.5	-1	5	6
28) O=C(COc1cccc2cccnc12)Nc1nccs1
→ -9	-0.3	1	5	12	-1	/	-2	-2	-6
29) Cc1ccc(NC(=O)CCc2nnc(SCC(=O)Nc3ccccc3C)n2C)cc1Cl
→ -20	-1.6	-8	25	9	-8	0.5	-16	23	-7
30) O=C(O)CNS(=O)(=O)c1c(Cl)cccc1Cl
→ -6	-0.4	1	4	0	1	-0.2	6	-13	2
31) CC(=O)c1cc(F)c(N2CCN(C(=O)COc3ccc(F)cc3)CC2)cc1C
→ 6	-2.9	9	26	29	3	/	4	3	-2
32) C=CCn1c(OCc2ccccc2)n[nH]c1=S
→ 2	i	4	/	4	4	0.2	-1	2	-1
33) O=C(COC(=O)Cc1ccc(Br)cc1)NCC1CCCCC1
→ -5	-0.2	-12	1	7	37	1.0	-2	6	1
34) Cc1ccc2c(c1)N(C(=O)CCC(=O)N1CCOCC1)CCO2
→ -1	-0.3	-1	25	-4	2	-0.3	-1	0	-2
35) COc1cccc(-c2cc(C(=O)NN3CCOCC3)c3ccccc3n2)c1
→ 10	0.0	-9	-11	-15	-2	/	-2	2	0
36) CCCc1c(O)nc(SCc2ccccc2)[nH]c1=O
→ -4	-28	4	10	1	0	/	-10	7	-4
37) CC(c1ccccc1)N1C(=O)/C(=C/c2ccncc2)SC1=S (configuration not stated)
→ -11	-0.3	5	21	8	24	1.5	-14	-2	1
38) Cc1cccc(NC(=O)CSC(N)=O)c1C
→ -13	i	-8	8	-16	-11	/	4	-1	-5
39) CC(C)CCNC(=O)CN1C(=O)NC(c2ccccc2)(c2ccccc2)C1=O
→ 4	-0.1	-4	10	6	6	0.5	3	-9	1
40) COc1ccc(CCNC(=S)NC(=O)c2cccc(Cl)c2)cc1OC
→ 4	-0.4	-4	-3	-7	24	-1.1	-4	6	-2
41) CCCCn1c(O)c(C(CC)=NCc2ccc3c(c2)OCO3)c(=O)[nH]c1=O
→ -8	-4.8	9	-23	10	42	/	-24	0	2
42) Cc1ccc(NC(=O)C2CCN(C(=O)c3cccs3)CC2)cc1
→ -3	i	-1	26	2	7	-1.0	-8	8	-1
43) CC(=O)c1cc(C#N)c(N2CC(C)OC(C)C2)nc1C (configuration not stated)
→ -5	-0.8	8	14	11	2	-7.7	-13	0	2
44) Cc1nc(SCC(N)=O)c(C#N)c(C)c1C
→ 0	i	1	29	-12	-5	0.0	5	2	-8
45) S=C(NCCN1CCOCC1)Nc1ccc(Nc2ccccc2)cc1
→ 8	-0.5	0	49	-11	3	31*	7	-3	1
46) O=c1c2c(-c3ccccc3)csc2ncn1/N=C/c1c2ccccc2cc2ccccc12
→ /	2.5	-12	-18	-5	0	2.4	-28	-13	-3
47) O=Cc1ccc(OCc2ccccn2)cc1
→ -6	i	-2	18	-7	-4	/	5	12	-5
48) Cc1cc2ccccn2c1C(C[N+](=O)[O-])c1c(F)cccc1Cl (configuration not stated)
→ -6	-0.5	-4	-3	6	7	1.5	7	-23	3
49) Cc1cc(O)cc(C)c1NS(=O)(=O)c1ccc2ccccc2c1
→ -1	i	7	/	-15	2	1.3	-20	8	-1
50) COc1ccc(Cl)cc1CN1CCN(c2nc(C)cc(C)c2C#N)CC1
→ -18	-3.6	9	2	3	-8	/	0	1	6
51) CC(C)c1nnc(NC(=O)CCC(=O)Nc2ccccc2)s1
→ -7	-0.8	-2	-17	-4	0	-0.1	-5	8	4
52) C#CC[N+]1(CC#Cc2cccc3ccccc23)CCOCC1
→ -18	-0.2	-2	8	-13	3	0.7	-2	20	0
53) COc1ccc(Nc2nc3c([nH]2)c(=O)[nH]c(=O)n3C)cc1
→ -2	-0.3	3	7	8	4	-0.6	-5	13	-3
54) CC(C)(CNC(=O)Cc1ccc(Cl)cc1Cl)N1CCCCC1
→ -23	i	-1	10	6	-2	-0.7	0	6	3
55) C=CCn1c(SCC(=O)Nc2ccc(F)cc2)nc2ccccc2c1=O
→ -12	-0.1	-4	9	-3	10	0.6	-6	4	-3
56) Cc1ccc2nc(-c3ccc(NS(=O)(=O)c4c(C)n(C)c(=O)n(C)c4=O)cc3)sc2c1
→ -12	-3.2	-8	18	-27	17	1.6	-10	-4	8

Ten of these compounds, set out differently.
1	COc1cccc(NC(=O)CCCN2C(=O)C3CC=CCC3C2=O)c1 (configuration not stated)
2	Oc1ccc(-c2csc(Nc3ccccn3)n2)cc1
3	CCNC(=O)N(CC)C[C@H]1N[C@@](Cc2ccccc2)(C(=O)OC)[C@H]2C(=O)N(C)C(=O)[C@@H]12
4	Cn1c(/C=N/NC(=O)c2ccccc2Br)nc2ccccc21
5	N=C1C(c2ccccc2)=C(O)CN1c1cccc(S(=O)(=O)N2CCCCC2)c1
6	CC(C)c1ccc(C2N3CCCN23)cc1 (configuration not stated)
7	O=C1C2C3C=CC(C4CC34)C2C(=O)N1/N=C/c1ccc([N+](=O)[O-])o1 (configuration not stated)
8	CC(=O)NCC(=O)NC1CCCc2c1cnn2-c1ccc(C(C)(C)C)cc1 (configuration not stated)
9	CCN1C(=O)C2C(c3cccc(F)c3)NC(C)(C(=O)OC)C2C1=O (configuration not stated)
10	O=C(COC(=O)c1cccc(S(=O)(=O)N2CCOCC2)c1)c1ccccc1

Compound	1	2	3	4	5	6	7	8	9	10
SSB-PriA inh	-13	8	2	/	9	-3	/	-10	-5	1
Vc quorum ag	i	-0.8	i	-2.8	-0.5	-0.2	-0.3	i	i	-0.8
PrPC TRFRET	16	9	1	-6	-8	-6	-3	7	-2	-3
VHR inh abs	10	36	/	18	2	39	27	16	10	1
CCHF vOTU inh	0	7	8	1	9	-4	-9	-9	2	1
Y pestis TopoI	9	-17	10	4	2	0	-1	-11	-3	-14
TcdB GH inh	1.7	6.5	0.8	/	1.7	/	0.3	1.8	/	0.8
Rv3671c inh	-5	3	-5	-2	-3	8	6	8	8	-17
MazF activator	-2	8	-2	1	3	-1	2	-6	2	-6
3CLpro inhibitor	-5	-3	/	-1	-1	2	-1	1	-7	-5

Source: PubChem BioAssay

Some of the compounds tested. The share of hits here may be higher or lower than overall.
